Diaph act CS = counter-screen for diaphorase-based assays: diaphorase activators and chemical reducers | activation factor at 20 µM | Diaphorase/resazurin coupled assay, resorufin fluorescence, 16 min; hits give high values; 1 = vehicle wells, 0 = NADH-free wells | AID 1229 | 190,000 tested, 0.005% active;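 active = diaphorase activity raised at least twofold by the compound at 20 µM; inactive = activation factor below 2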
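Test system: Clostridium kluyveri diaphorase, purified enzyme. Buffer or medium: 50 mM HEPES pH 7.4 buffer plus MgCl2 and Tween 20. Also added: 0.114 mM NADH and 0.1 mM resazurin, final amounts. Dosing: compound 20 µM once, DMSO 1%. Schedule: 16 min enzyme reaction, ambient temperature. Detection: fluorescence of resorufin, 544 nm excitation, 590 nm emission.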
PPARg SRC-3 ag = agonists of human PPARgamma SRC-3 coactivator recruitment | 200,000 tested, 0.26% active | P37231 | AID 731 | activation, % at 8 µM | biochemical PPARgamma/SRC-3 coactivator recruitment assay; in the data active = activation above about 23%;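 note: 0% = DMSO and 100% = reference agonist; some compounds past the cut are filed as inactive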
PPARg SRC-1 ag = promotes SRC-1 coactivator recruitment by human PPARgamma. P37231. PPARgamma-SRC-1 coactivator recruitment biochemical assay. activation, % at 8 µM. 200,000 tested, 0.41% active; in the data active = activation above about 19%;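 note: 0% = DMSO and 100% = reference agonist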
ROMK mod = modulators of human ROMK potassium channel; B-score at 10 µM; AID 1918; 130,000 tested, 2% active; P48048; Tet-inducible ROMK, thallium flux fluorescence; actives lie on both sides;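 active = signal ratio slope over the read window, or its plate-corrected B-score, at least 3 SD from the plate mean, either direction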;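 note: B-score of the F/F0 ratio slope over 7 to 12 s after thallium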
Target sequence (P48048 whole entry, looked up): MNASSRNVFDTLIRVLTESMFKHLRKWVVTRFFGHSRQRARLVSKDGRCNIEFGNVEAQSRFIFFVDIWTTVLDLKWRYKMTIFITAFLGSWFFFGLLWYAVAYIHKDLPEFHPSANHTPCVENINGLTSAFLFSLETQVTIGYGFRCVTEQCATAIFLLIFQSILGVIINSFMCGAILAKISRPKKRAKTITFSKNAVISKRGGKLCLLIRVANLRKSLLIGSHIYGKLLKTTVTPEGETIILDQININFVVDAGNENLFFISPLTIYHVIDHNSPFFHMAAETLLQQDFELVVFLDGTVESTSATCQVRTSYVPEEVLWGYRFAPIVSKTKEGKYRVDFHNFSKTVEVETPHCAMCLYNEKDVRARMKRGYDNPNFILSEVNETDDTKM
PPARg SRC2 recr = agonists of SRC-2 recruitment by human PPARgamma | PPARgamma LBD-SRC-2 recruitment, biochemical | P37231 | AID 1032 | 200,000 tested, 0.34% active | activation, % at 8 µM; in the data active = activation above about 22%;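 note: 0% = vehicle and 100% = reference agonist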
PMI act satM6P = increases human PMI activity with near-saturating mannose 6-phosphate; AID 1216; coupled PMI enzyme assay, resazurin fluorescence, 20 min; hits give high values; 1 = untreated enzyme, 0 = substrate-free blank; P34949; activation factor at 20 µM; 190,000 tested, 0.34% active;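 active = activation factor of 2 or more at 20 µM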
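Test system – human PMI in coupled enzyme assay · Timing – 20 min incubation at room temperature · Detection – Diaphorase-driven resazurin-to-resorufin fluorescence, excitation 544, emission 590 nm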
PMI act = increases human mannose-6-phosphate isomerase activity | purified human PMI, coupled resazurin fluorescence, 20 min; hits give high values; 1 = vehicle control, 0 substrate-free wells | activation factor at 20 µM | 190,000 tested, 0.005% active | AID 1214;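 active = activation factor of 2 or more at 20 µM, relative to plate controls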
S1P3 antagonist = blocks the human S1P3 receptor; Q99500; CHO S1P3 NFAT-BLA reporter, FRET fluorescence, antagonist mode; inhibition, % at 4.98 µM; 170,000 tested, 0.27% active; AID 485;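 active = inhibition above the plate cutoff, the mean inhibition of test wells on that plate plus 3 SD, cut at about 28% in these data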;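 note: cells challenged with S1P at its EC80 of 0.8 µM; blue over green emission ratio from cleaved BLA substrate after 4 h stimulation; 0% = S1P-stimulated wells and 100% = unstimulated DMSO-only wells; some compounds past the cut are filed as inactive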
Target sequence (Q99500 whole entry, looked up): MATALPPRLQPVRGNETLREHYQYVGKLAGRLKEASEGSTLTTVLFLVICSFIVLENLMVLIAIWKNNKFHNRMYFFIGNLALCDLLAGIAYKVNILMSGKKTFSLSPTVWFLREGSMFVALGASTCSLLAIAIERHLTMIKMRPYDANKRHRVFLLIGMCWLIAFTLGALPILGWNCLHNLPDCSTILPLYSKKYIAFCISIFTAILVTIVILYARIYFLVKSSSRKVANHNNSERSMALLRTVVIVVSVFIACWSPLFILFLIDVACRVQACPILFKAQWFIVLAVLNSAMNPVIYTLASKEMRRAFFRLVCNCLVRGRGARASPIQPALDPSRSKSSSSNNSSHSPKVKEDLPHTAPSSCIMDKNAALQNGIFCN
TR-FRET SRC-2 ct = flags TR-FRET format artefacts in PPARgamma SRC-2 recruitment agonist screen | 200,000 tested, 0.4% active | AID 1049 | TR-FRET ratio at 8 µM | TR-FRET artefact counter-screen; hits give high values; in the data active = TR-FRET ratio above about 2000; note: inactives centre near 1500
Diaph inh CS = inhibits diaphorase or chemically oxidizes, flagging diaphorase assay artifacts | diaphorase resazurin-to-resorufin fluorescence, NADH, 16 min; bacterial (C. kluyveri) enzyme, not human | inhibition, % at 20 µM | 190,000 tested, 0.69% active | AID 1217;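 active = primary screen inhibition at 20 µM above a set limit, cut at about 50% in these data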;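 note: plate controls were DMSO with full reaction for no effect and wells lacking NADH for full effect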
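System: Bacterial diaphorase enzyme (C. kluyveri) | Incubation: 16-min room-temperature incubation before reading | Benchmarks: No-NADH positive control and DMSO neutral control | Measured by: Resorufin fluorescence 544/590 nm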
G6PDH CS = inhibits Leuconostoc G6PDH, flagging false hits in G6PDH-based assays; Purified L. mesenteroides G6PDH, diaphorase/resazurin coupled fluorescence, 45 min; AID 1020; 200,000 tested, 0.12% active; inhibition, % at 5 µM; in the data active = inhibition above about 50%
Starred values were filed as active, the others as inactive; / = not tested or not shown.

SMILES	Diaph act CS	PPARg SRC-3 ag	PPARg SRC-1 ag	ROMK mod	PPARg SRC2 recr	PMI act satM6P	PMI act	S1P3 antagonist	TR-FRET SRC-2 ct	Diaph inh CS	G6PDH CS
CC(=O)n1nc(-c2ccccc2)nc1NCc1ccc(F)cc1	0.9	6	12	/	0	0.9	0.9	25	1548	13	6
COc1ccc(CN(C(=O)c2ccc(-c3ccccc3)[nH]2)C(C(=O)NCC2CCCO2)c2ccc(C)o2)cc1 (centres undefined)	0.7	-3	1	/	-1	0.9	0.8	/	1521	25	6
C#CC[N+](C)(C)CC#Cc1ccc(Cl)cc1	0.9	2	9	0.00016	3	1	0.9	-22	1550	10	-9
O=C(CCc1ccccc1)Nc1ccccc1[N+](=O)[O-]	0.9	-1	-1	/	-1	1	0.9	-16	1610	9	-7
O=C(C1CCCO1)N1CCN(C(=S)Nc2ccc(Cl)cc2)CC1 (centres undefined)	0.9	5	-5	0.63	-4	1	0.8	7	1476	9	2
CCc1nnc(NC(=O)c2cc(C)nc3ccccc23)s1	0.9	0	3	0.39	0	1.1	1.2	-5	1354	8	-2
CN(C)S(=O)(=O)c1cccc(NC(=S)N/N=C/C2CC=CCC2)c1 (centres undefined)	0.9	3	8	1.6	1	1.3	1.2	-8	1604	11	-2
O=c1[nH]c(CN2CCN(S(=O)(=O)c3ccccc3C(F)(F)F)CC2)nc2sc3c(c12)CCCC3	0.9	5	8	/	4	1	0.9	-3	1736	7	-11
COC(=O)c1cc2sc(Cl)cc2n1CC(=O)Nc1cccc(SC)c1	0.8	21	6	/	0	1	1	59*	1774	16	-6
Cn1c(SCC(=O)N2CCCc3ccccc32)nc2ccccc2c1=O	0.9	9	6	/	2	1.1	1.2	/	1505	5	1
NCCCCCc1nnc(SCC(N)=O)o1	0.9	5	-7	-0.21	8	1	1	0	1518	8	5
COc1cc(/C=N/n2cnnc2)ccc1Oc1nc(Cl)ncc1F	1	0	4	-0.095	0	1.1	1.1	6	1592	2	2
COc1ccc(CN(Cc2ccc(C(=O)O)cc2)C(=S)Nc2ccccc2C)cc1OC	0.9	-3	4	1	-6	1	1	-17	1456	5	4
Cc1ccc(NC(=O)CCCCCN2C(=O)c3ccccc3C2=O)nc1	1	-1	5	/	-2	1.1	1	-14	1528	2	5
CC1CCN(c2c(NCc3ccc(C(=O)N4CCN(C5CCCCC5)CC4)cc3)c(=O)c2=O)CC1	1	-4	0	1.4	-2	1.1	1	8	1515	1	12
O=C(CN1C(=O)c2ccccc2S1(=O)=O)c1ccccc1	0.9	-2	-6	0.072	-9	1.1	1	/	1514	7	2
CCCn1c(/N=C/c2ccccc2O)nc2ccccc21	0.9	-8	-3	/	1	0.9	0.9	/	1511	10	10
Cc1cc(C)nc(NC(=S)Nc2ccc(F)cc2F)c1	0.9	5	10	0.22	3	0.9	0.9	-6	1634	8	0
O=C(Nc1ccc(Cl)cc1)C1CC=CCC1C(=O)OCC(F)(F)C(F)F (centres undefined)	0.8	9	7	0.57	6	0.9	0.9	-5	1527	19	-5
O=C(NCc1ccc2c(c1)OCO2)C12CN(Cc3ccccc3)CC1C(c1cccc([N+](=O)[O-])c1)=NO2 (centres undefined)	0.9	-12	-1	/	-7	0.9	0.9	/	1595	5	1
N=c1c2c(n(Cc3ccc(Br)cc3)c3c1CCC3)CCCC2	0.9	3	2	-1.3	6	1	1.1	-3	1723	7	2
O=C(c1ccco1)N1CCN(C(=O)c2ccc(Cn3cc(Br)cn3)o2)CC1	0.7	8	1	-0.28	-4	1	0.9	/	1576	32	0
CC1(C)CC(=O)C/C(=N\NC(=O)C2CC23CCC3)C1 (centres undefined)	1	9	-2	-0.94	6	0.9	0.9	-16	1441	3	7
O=S(=O)(Nc1ccc(Cl)cc1)c1ccc(N2CCOCC2)c(NC(=S)NCCN2CCOCC2)c1	0.9	3	7	-0.5	4	1	0.9	5	1522	8	17
Cc1noc(NS(=O)(=O)c2ccc(NC(=O)c3cnc4n(c3=O)CCS4)cc2)c1C	0.9	3	1	-0.061	-3	1.1	1.2	-5	1503	6	-1
CC(=O)Nc1ccc(NC(=O)C(Cc2ccccc2)NC(=O)C2CCCCC2)cc1 (centres undefined)	0.9	-4	0	-0.037	-6	1.1	1	10	1545	7	-10
Cc1ccccc1-c1nn(-c2ccc(F)cc2F)cc1CNCCCO	0.9	2	1	-0.22	2	0.9	0.9	-2	1556	7	4
CCOc1ccc(Oc2ccc(S(=O)(=O)N3CCOCC3)cc2N)cc1	0.9	4	19	-0.46	0	1	0.9	-11	1634	12	-2
CCOC(=O)c1c(C)[nH]c(C(=O)OC/C(O)=C(\C#N)c2nc3ccccc3[nH]2)c1C	0.8	6	3	0.094	9	0.9	0.9	-28	1610	17	8
Cc1ccc(S(=O)(=O)NCCC(=O)Nc2nnc(C)s2)cc1	1	3	1	0.29	-1	1.1	1	/	1559	2	6
CCc1ccc(C(=O)COC(=O)c2cncc(Br)c2)cc1	0.9	-1	-5	-0.14	-5	1	1.1	-9	1568	13	2
O=C(NCCC1=CCCCC1)c1cnsn1	0.9	-2	1	-0.044	4	1	0.9	2	1464	8	11
CCOC(=O)CN(Cc1sccc1C)C(=O)Nc1ccc(OCC)cc1	0.9	3	-4	/	7	1	0.9	4	1464	12	-11
Cc1ccc(S(=O)(=O)Nc2ccc(-c3csc(-c4ccccc4)n3)cc2)cc1	0.8	6	12	-0.3	6	0.9	0.8	-1	1791	20	7
Cc1ccc2nc(-c3ccccn3)cc(C(=O)Nc3ccc4c(c3)OCO4)c2c1	1.3	6	6	0.68	2	1	1.1	-18	1705	-27	17
O=C(O)c1ccccc1C(=O)NNc1ccc(F)cc1F	0.8	6	1	/	8	2.5*	1.6	5	1649	19	0
O=C(Nc1ccc(-c2nc3ccccc3[nH]2)cc1)C1CCCO1 (centres undefined)	1	15	2	/	11	1	0.9	31	1680	1	6
Cc1ccc(S(=O)(=O)N2CCCCC2)cc1NC(=O)c1ccc2c(=O)n3c(nc2c1)CCCCC3	0.7	2	10	0.58	14	0.9	0.9	-4	1660	28	-2
O=[N+]([O-])c1cc(/C=N/Nc2nc(N3CCOCC3)nc(N3CCOCC3)n2)ccc1Cl	1	6	4	/	-2	1	1	-8	1481	-1	-25
CC(=O)N1CCC2(CC1)NC(=O)N(c1ccccc1)N2	0.8	-2	-2	/	-6	2.4*	1.6	5	1343	22	11
Cc1ccc(/C=N\NC(=O)c2cncc(Br)c2)o1	0.9	5	1	1.4	1	0.9	1	-18	1397	7	-5
Cc1ccccc1OCC(O)CN (centres undefined)	0.9	-10	-2	-2.9	-5	1	0.9	/	1540	11	2
S=c1nc[nH]c2c1sc1nc(N3CCOCC3)c3c(c12)CCCC3	0.7	3	2	0.72	7	2*	1.6	-10	1613	30	14
CCOC(=O)C1CCCN(C(=O)c2cn(C)c3ccc(S(=O)(=O)N4CCCC4)cc3c2=O)C1 (centres undefined)	1	4	-3	0.83	1	1	1	-4	1719	3	9
CCCOC(=O)Cn1c(=O)c2cc3c(=O)n(CC(=O)OCCC)c(=O)c3cc2c1=O	0.9	-7	-2	-1.2	-3	1	0.8	-55	1602	6	3
CCOc1ccc(C(=O)NCC(c2cccs2)N(C)C)cc1 (centres undefined)	1	-2	-1	-0.09	7	1	1	-4	1571	4	20
O=C(NNC1=Nc2cccc3cccc1c23)c1ccccc1Br	1	12	12	/	19	0.9	0.9	4	1725	4	-4
Cc1cc(-c2ccccc2)c2c3c(cn2n1)c(=O)n(C)c(=O)n3C	0.8	3	-1	/	1	1.8	1.4	-28	1487	18	-24
COc1ccc(NC(=O)CCC(=O)N/N=C/c2ccc([N+](=O)[O-])s2)cc1	0.8	6	3	/	10	1.1	1.1	0	1644	18	-22
COc1cc(C2C(C#N)=C(C)NC3=C2C(=O)CC(C)(C)C3)ccc1O (centres undefined)	1	2	-1	0.23	3	1	1	-13	1458	3	23
COc1cccc(C(=O)Nc2nnc(C3CCCO3)s2)c1 (centres undefined)	1	3	-2	0.14	8	1.1	1.1	/	1586	-3	-3
Cc1nc2ccccc2c(-c2ccccc2)c1C(=O)c1ccccc1	0.8	-9	5	-0.12	-2	0.9	0.8	/	1425	18	7
Cc1ccc(OCc2nnc(SCC(=O)Nc3sc(C)c(C)c3C#N)n2C)cc1	0.9	-2	6	/	5	1	1	4	1633	6	2
CCc1ccc(N(CC)c2ncnc3nc[nH]c23)cc1	0.8	5	9	/	5	0.9	0.7	33	1751	20	-2
CN1/C(=C\C(=O)c2cccc(S(=O)(=O)N3CCCCC3)c2)C(C)(C)c2ccccc21	0.9	-2	-6	-0.98	-7	0.9	0.9	-7	1538	15	4
CC(=O)c1ccc(N2CCN(C(=O)c3ccc4ccccc4n3)CC2)cc1	1	2	7	0.2	-4	1	1.1	-31	1544	2	6
CN(C)c1nc(SCc2ccc(Cl)cc2)nc2c1CCCC2	0.9	-4	6	/	0	0.9	0.9	/	1681	12	-3
CCN1CC(CNCc2cn(-c3ccc(OC)cc3)nc2-c2ccccc2Cl)CC1=O (centres undefined)	0.9	2	11	-0.2	3	0.9	0.9	6	1578	9	10
Fc1cccc(NC(=S)NCC(c2cccnc2)N2CCOCC2)c1 (centres undefined)	0.8	-3	3	/	5	0.9	0.9	-5	1625	20	4
CC(=O)NC(C)c1nc2ccccc2n1CC(=O)NC(C)CCc1ccccc1 (centres undefined)	1.1	-1	-10	0.017	-6	1	1	-12	1554	-6	10

Bioassay records from PubChem.
